# SENP8 block-1 = inhibitors of human SENP8 protease; Q96LD8; purified SENP8, Z-RLRGG-aminoluciferin cleavage, luminescence; inhibition, % at 10 µM; 330,000 tested, 1.2% active; AID 2540; in the data active means inhibition above about 50%
# SENP8 block-2 = inhibitors of human SENP8 protease; Q96LD8; recombinant SENP8, Nedd8 substrate fluorescence; inhibition, % at 20 µM; 360,000 tested, 0.64% active; AID 602440; in the data active means inhibition mostly above about 40%, no sharp cut-off; inactive means mostly below about 27%
# SENP7 block = SENP7 protease inhibition; inhibition, % at 5 µM; recombinant SENP7, Z-RLRGG-aminoluciferin luminescence, 40 min; 330,000 tested, 1.5% active; Q9BQF6;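 active means inhibition above about 50% at the single test dose, limit read from the data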;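 further: plate controls were DMSO with enzyme for no effect and no enzyme buffer wells for full effect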
# HKDC1 inh = blocks human hexokinase HKDC1 activity; Q2TB90; recombinant HKDC1, G6PDH/diaphorase resazurin coupled fluorescence; inhibition, % at 20 µM; 340,000 tested, 0.16% active;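 active means inhibition above about 35% when tested at 20 µM, limit read from the data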;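 further: plate controls were DMSO wells with enzyme for no effect and DMSO wells lacking enzyme for full effect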
# Target sequence (Q2TB90 whole entry, looked up): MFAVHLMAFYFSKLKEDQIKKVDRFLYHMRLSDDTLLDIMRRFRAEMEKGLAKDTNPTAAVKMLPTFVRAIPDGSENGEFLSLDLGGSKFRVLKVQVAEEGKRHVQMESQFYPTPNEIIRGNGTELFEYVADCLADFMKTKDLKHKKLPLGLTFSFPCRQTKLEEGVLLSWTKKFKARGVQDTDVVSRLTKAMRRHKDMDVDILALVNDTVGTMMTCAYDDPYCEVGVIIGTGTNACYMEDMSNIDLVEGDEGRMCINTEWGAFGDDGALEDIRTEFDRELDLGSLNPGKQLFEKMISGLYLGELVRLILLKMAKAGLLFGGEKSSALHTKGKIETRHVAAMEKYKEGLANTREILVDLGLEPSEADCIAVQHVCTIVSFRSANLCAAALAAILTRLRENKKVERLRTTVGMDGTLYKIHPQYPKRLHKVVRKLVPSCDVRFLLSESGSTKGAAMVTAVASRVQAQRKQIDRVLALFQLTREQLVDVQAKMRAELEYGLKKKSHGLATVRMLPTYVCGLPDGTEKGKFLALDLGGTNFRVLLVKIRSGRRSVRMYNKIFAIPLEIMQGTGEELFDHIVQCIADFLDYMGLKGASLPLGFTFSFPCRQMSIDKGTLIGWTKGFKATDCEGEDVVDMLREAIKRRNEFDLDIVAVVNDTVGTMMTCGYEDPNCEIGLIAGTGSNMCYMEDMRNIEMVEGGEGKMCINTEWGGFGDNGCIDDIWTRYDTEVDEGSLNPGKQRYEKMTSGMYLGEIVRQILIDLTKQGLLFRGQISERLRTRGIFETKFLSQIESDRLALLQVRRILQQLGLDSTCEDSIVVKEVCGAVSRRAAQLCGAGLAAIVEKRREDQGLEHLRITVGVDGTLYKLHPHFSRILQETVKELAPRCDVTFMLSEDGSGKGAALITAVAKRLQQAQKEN
#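 System: Recombinant HKDC1 hexokinase | Amount: HKDC1 at 5 µg/mL | Reagent: Glucose with 1 mM ATP | Doses: Single 20 µM dose | Incubation: Reaction time 90 min, room temperature, protected from light | Signal: Coupled resazurin fluorescence, excitation 525 nm, emission 613 nm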
# SENP1 inh = SENP1 (human) catalytic domain inhibition. recombinant SENP1 catalytic domain, CyPet-SUMO1-YPet FRET cleavage. AID 624204. inhibition, % at 10 µM. 360,000 tested, 0.21% active;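 active means inhibition at least 30% at 10 µM, raw YFP signal under a set limit, fluorescence ratio 0.5 to 1.5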;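 further: 0% = enzyme with DMSO and 100% = no enzyme wells; some results filed as inactive read as strong as hits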
#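 Test system: recombinant human SENP1 catalytic domain, His6-tagged / Medium: pH 8 Tris buffer with EDTA, NaCl, BME, BSA, NP40, catalase / Also added: SUMO1 FRET substrate flanked by Cypet and Ypet, 25 nM / Times: 50 min reaction at room temperature / Signal: FRET, CFP and YFP emission / Control set: no-enzyme low control and enzyme-plus-DMSO high control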
# Apaf1 inhib = inhibitors of human Apaf-1 apoptosome; O14727; reconstituted apoptosome caspase-3 activity, DEVD-Rh110 fluorescence; inhibition, % at 20 µM; 330,000 tested, 0.71% active; AID 489030; active means inhibition of at least 40% at 20 µM;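 further: plate controls were DMSO wells for no effect and DEVD-CHO caspase inhibitor wells for full effect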
#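 System: reconstituted apoptosome with Apaf-1, cytochrome c, caspase-9, procaspase-3, dATP; Signal: Rh110 fluorescence intensity; Schedule: 30 min compound preincubation, 50 min activation, room temperature; Reagent: cytochrome c trigger plus (Z-DEVD)2-Rh110 caspase-3 substrate.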
# SENP6 inh = SENP6 protease inhibition; 330,000 tested, 1.8% active; inhibition, % at 10 µM; Recombinant SENP6 catalytic domain, aminoluciferin luminescence;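 active means inhibition above about 50% at the single tested dose, limit read from the data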;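 further: plate controls were DMSO wells with enzyme for no effect and DMSO wells lacking enzyme for full effect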
# PfGluPho inh = PfG6PD (Plasmodium falciparum) enzyme inhibition; inhibition, % at 20 µM; PfGluPho enzyme, NADPH resazurin-diaphorase fluorescence; 350,000 tested, 0.78% active;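 active means inhibition reaching at least a set limit at 20 µM in the primary screen, cut at about 59% in these data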;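 further: 0% = DMSO wells with substrate and 100% = DMSO wells lacking glucose-6-phosphate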
# An asterisk follows results filed as active; i = inactive; . = not tested or not shown. The order is random. About 3.6% of those tested had a hit in this group.
SMILES,SENP8 block-1,SENP8 block-2,SENP7 block,HKDC1 inh,SENP1 inh,Apaf1 inhib,SENP6 inh,PfGluPho inh
Cc1ccc(CNC(=O)CSc2nnc3n2CCCCC3)cc1,0,7,-1,-3,-5,12,-9,-12
COc1ccc(CC(=O)Nc2cc(NC(=O)Cc3ccc(OC)c(OC)c3)cc(C(=O)O)c2)cc1OC,-5,-31,3,-4,1,3,-13,-13
COc1ccc(C)cc1S(=O)(=O)NCCN1CCOCC1,-2,-1,-6,-2,3,1,-3,-17
Cc1c(CCC(=O)N[C@@H](CC(C)C)C(=O)O)c(=O)oc2cc3oc4c(c3cc12)CCCC4,2,-306,1,5,-7,3,9,-20
Cc1cc(C)c(NC(=O)CSc2nnc(CNC(=O)c3ccccc3F)o2)c(C)c1,-8,17,7,-8,2,-9,-21,14
CC1(C)Oc2ccc3ccc(=O)oc3c2/C(=C/Nc2ccccn2)C1=O,4,-4,-5,-39,-16,29,-1,9
CCOc1ccc(CN2C(=O)CC(=O)N(S(=O)(=O)c3ccc(OCC)cc3)C2=O)cc1,-3,28,12,-7,0,-14,-5,-3
COc1ccc(S(=O)(=O)N2CCCCC2)cc1NS(=O)(=O)c1ccc(CNC(C)=O)cc1,-13,14,-11,-2,1,17,-40,10
CCc1nnc(NC(=O)C2CC(=O)N(Cc3ccccc3)C2)s1 (stereo unspecified),-5,8,3,0,4,-9,2,-15
COc1ccc(NC(=O)COC(=O)Cn2nnc3ccccc32)cc1,-2,-4,-3,-7,6,-12,-11,-16
CCc1c(O)nc(SCC(N)=O)n(-c2ccccc2F)c1=O,-3,8,2,-1,-1,-1,-16,2
COc1ccccc1C(=O)Nc1ccnn1C1CCN(Cc2ncc[nH]2)CC1,3,-3,3,-3,-4,7,15,-8
CN(C)S(=O)(=O)c1ccc(NC(=O)CN2C(=O)NC3(CCCC3)C2=O)cc1,3,11,4,9,1,1,-16,-19
Cc1cc(-c2ccccc2)nc(N/N=C/c2ccccc2F)n1,-6,-196,7,4,3,0,8,1
CC1Cc2ccccc2N1C(=O)COC(=O)c1ccccc1NCCO (stereo unspecified),-3,i,6,-1,-5,13,-15,-9
CC(=O)Nc1ccc(C2=CC(=O)CC(C)(C)C2)cc1,6,-108,4,-4,-3,-7,10,-6
COc1ccc(CC(=O)Nc2nncs2)cc1OC,-9,5,-11,12,-1,0,-16,0
Cc1ccc(C(=O)c2c3ccc(C(F)(F)F)cc3[n+]([O-])n2CCCC(N)=O)cc1,-17,16,10,0,1,8,-26,-7
COc1ccc(-c2csc(NC(=O)c3ccc(S(=O)(=O)N4CCc5ccccc5C4)cc3)n2)cc1,-2,11,-1,12,1,-3,10,-12
CC1(C2CC2)NC(=O)N(CC(=O)Nc2cc(S(=O)(=O)N3CCCCC3)ccc2Cl)C1=O (stereo unspecified),-12,16,-11,-2,-1,12,-12,4

# An excerpt of these results, bar-delimited:
canonical_smiles | SENP8 block-1 | SENP8 block-2 | SENP7 block | HKDC1 inh | SENP1 inh | Apaf1 inhib | SENP6 inh | PfGluPho inh
Cc1ccc(CNC(=O)CSc2nnc3n2CCCCC3)cc1 | 0 | 7 | -1 | -3 | -5 | 12 | -9 | -12
COc1ccc(CC(=O)Nc2cc(NC(=O)Cc3ccc(OC)c(OC)c3)cc(C(=O)O)c2)cc1OC | -5 | -31 | 3 | -4 | 1 | 3 | -13 | -13
COc1ccc(C)cc1S(=O)(=O)NCCN1CCOCC1 | -2 | -1 | -6 | -2 | 3 | 1 | -3 | -17
Cc1c(CCC(=O)N[C@@H](CC(C)C)C(=O)O)c(=O)oc2cc3oc4c(c3cc12)CCCC4 | 2 | -306 | 1 | 5 | -7 | 3 | 9 | -20
Cc1cc(C)c(NC(=O)CSc2nnc(CNC(=O)c3ccccc3F)o2)c(C)c1 | -8 | 17 | 7 | -8 | 2 | -9 | -21 | 14
CC1(C)Oc2ccc3ccc(=O)oc3c2/C(=C/Nc2ccccn2)C1=O | 4 | -4 | -5 | -39 | -16 | 29 | -1 | 9
CCOc1ccc(CN2C(=O)CC(=O)N(S(=O)(=O)c3ccc(OCC)cc3)C2=O)cc1 | -3 | 28 | 12 | -7 | 0 | -14 | -5 | -3
COc1ccc(S(=O)(=O)N2CCCCC2)cc1NS(=O)(=O)c1ccc(CNC(C)=O)cc1 | -13 | 14 | -11 | -2 | 1 | 17 | -40 | 10
CCc1nnc(NC(=O)C2CC(=O)N(Cc3ccccc3)C2)s1 (stereo unspecified) | -5 | 8 | 3 | 0 | 4 | -9 | 2 | -15
COc1ccc(NC(=O)COC(=O)Cn2nnc3ccccc32)cc1 | -2 | -4 | -3 | -7 | 6 | -12 | -11 | -16
CCc1c(O)nc(SCC(N)=O)n(-c2ccccc2F)c1=O | -3 | 8 | 2 | -1 | -1 | -1 | -16 | 2
COc1ccccc1C(=O)Nc1ccnn1C1CCN(Cc2ncc[nH]2)CC1 | 3 | -3 | 3 | -3 | -4 | 7 | 15 | -8
CN(C)S(=O)(=O)c1ccc(NC(=O)CN2C(=O)NC3(CCCC3)C2=O)cc1 | 3 | 11 | 4 | 9 | 1 | 1 | -16 | -19
Cc1cc(-c2ccccc2)nc(N/N=C/c2ccccc2F)n1 | -6 | -196 | 7 | 4 | 3 | 0 | 8 | 1
CC1Cc2ccccc2N1C(=O)COC(=O)c1ccccc1NCCO (stereo unspecified) | -3 | i | 6 | -1 | -5 | 13 | -15 | -9

# (listing goes on)
SMILES,SENP8 block-1,SENP8 block-2,SENP7 block,HKDC1 inh,SENP1 inh,Apaf1 inhib,SENP6 inh,PfGluPho inh
COc1ccc(C(=O)NCC(=O)OCC(=O)NC(=O)c2ccc(C(C)(C)C)cc2)cc1OC,-6,9,-7,-2,2,8,-12,14
CN(C(=O)COC(=O)c1c[nH]c(=O)[nH]c1=O)C1CCCCC1,-1,2,-5,-1,3,-2,-9,-19
CCOc1cccnc1Sc1ccccc1,13,11,5,0,-2,-6,1,-3
CC(C)N(C(=O)CC1ON(C)C(=O)N1c1ccc(Cl)cc1)C(C)C (stereo unspecified),-13,2,1,-14,2,0,-12,6
O=C(O)c1ccc(Br)c(S(=O)(=O)N2CCCC2)c1,4,14,9,-8,3,-17,-4,-20
CCc1nc(SCc2ccc(F)cc2)n[nH]1,-4,0,-3,-5,2,-10,-31,29
S=C(c1nc2ccccc2[nH]1)N1CCOCC1,2,32,5,-4,0,6,13,32
CCN(Cc1ccncc1)C(=S)Nc1ccccc1,2,7,0,-8,1,-5,-5,9
COc1ccc(S(=O)(=O)NCc2ccccn2)cc1Br,-4,9,-8,-7,0,-7,-8,-5
NC(=O)c1ccc(Sc2nnc(-c3cccs3)n2CC2CCCO2)c([N+](=O)[O-])c1 (stereo unspecified),-1,10,-5,8,1,2,-4,-1
CC1(C)CC(=O)C(N=Nc2cc(C(F)(F)F)ccc2Cl)=C(O)C1,0,25,2,-6,0,2,1,11
Cc1[nH]n(-c2ccccc2)c(=O)c1C=Nc1ccc(S(N)(=O)=O)cc1,4,33,5,1,2,-21,1,5
Cc1ccc(C)c(Cn2nnc3c(=O)[nH]c(C4CCCN(S(=O)(=O)Cc5ccccc5)C4)nc32)c1 (stereo unspecified),-1,1,-2,3,1,21,-7,2
Nc1ccc(Cl)c(-c2nc3ncccc3o2)c1,2,-491,7,-7,-3,-8,23,1
O=c1oc(-c2cccc(S(=O)(=O)N3CCOCC3)c2)nc2ccccc12,2,8,-2,2,1,7,-2,15
CC(C(=O)Nc1ccccc1C(F)(F)F)N1CCN(C)CC1 (stereo unspecified),15,4,-7,-4,1,-5,11,5
COc1ccc(CNC(=O)C(C)OC(=O)c2cccs2)cc1 (stereo unspecified),4,16,2,-3,2,-2,-22,-4
COC(=O)/C=c1\sc2n(c1=O)C(C)=CC(C)(C)N=2,-6,4,2,-8,0,-13,0,5
CN(C(=O)Nc1ccc(Cl)cc1Cl)C1CCCC1,6,12,0,-12,-2,-16,8,-10
O=c1oc(CCO)cc2ccc(Br)cc12,-11,-16,-13,-6,0,-1,-47,-6
CC(C)(C)NC(=O)NC(=O)CSc1n[nH]c(-c2ccccc2Br)n1,2,26,1,-1,1,3,-7,-6
COC(=O)c1c(N2C(=O)[C@H]3[C@@H](C2=O)[C@]2(C(=O)Nc4c(C)cc(C)cc42)N2CCC[C@@H]32)sc(C)c1C,-2,-4,4,1,7,17,-8,33
CC1CCC(NC(=O)CC2Oc3ccccc3NC2=O)CC1 (stereo unspecified),-1,2,2,-6,1,-8,6,-17
CC1CCC(NC(=O)CCS(=O)(=O)c2ccc3c(c2)CCN3C(=O)C2CC2)CC1 (stereo unspecified),8,13,4,-4,0,-11,-10,1
CCOC(=O)N1CCC(NC(=O)c2cc3c(=O)[nH]c4ccccc4c3n2C)CC1,11,-24,1,-5,0,-7,2,-13
COc1ccc(C(=O)NCc2cc(C)nc3ccccc23)cc1OC,0,4,1,-1,1,-26,-1,7
Cc1ccc(-n2c([O-])nc(-[n+]3ccccc3)c2C=O)cc1,-1,17,-2,-11,-5,1,-4,0
CCCOc1ccc(N2C(=O)CC(NCC#N)C2=O)cc1 (stereo unspecified),10,16,2,-5,1,-4,-15,-17
CC(=O)N1c2c(cc(Br)cc2S(=O)(=O)N2CCN(c3ccccc3F)CC2)CC1C (stereo unspecified),8,3,-6,4,3,27,-1,-8
Fc1ccc2nc(Nc3nc4c(F)cc(F)cc4s3)sc2c1,.,-430,.,-5,-14,.,.,12
O=S(=O)(NCc1ccccn1)c1ccccn1,1,12,8,-2,3,2,-198,6
CCc1ccc(-c2nc(SCC(=O)NC3CCS(=O)(=O)C3)n[nH]2)cc1 (stereo unspecified),-3,-4,-8,2,-1,-5,-31,8
CCOC(=O)/C=c1\s/c(=C\c2c(OCC)ccc3ccccc23)c(=O)n1CC(=O)NCC1CCCO1 (stereo unspecified),-3,-73,-8,2,-18,22,-4,5
CCn1c(Cc2cccs2)nnc1SCC(=O)c1ccc(C)cc1,-6,22,2,4,1,-13,-20,38
CCN(CC)S(=O)(=O)c1ccc(N(C)Cc2ccc(C(F)(F)F)cc2)nc1,-5,-20,-1,4,2,18,6,22
Cc1ccc(NC(=O)CSc2nnc(C3CC3)n2N)cc1S(=O)(=O)N1CCOCC1,-6,6,9,-5,1,-18,-11,2
CN(C)c1ccc(/C=N/NC(=O)C(=O)/C=C2\NC3(CCCC3)Cc3ccccc32)cc1,-11,16,-7,2,53*,-3,-27,9
COc1cc(CNCc2cccs2)ccc1OCC(N)=O,2,1,-7,-4,2,-19,-6,-5

# Screens from PubChem BioAssay.
